TDP1 cell CPT – qHTS for Inhibitors of human tyrosyl-DNA phosphodiesterase 1 (TDP1): qHTS in cells in presence of CPT; chicken DT40 Tdp1-/-;hTDP1 cells + 20 nM CPT, ATP luminescence, 48 h; Potency, µM (top dose mostly 46.2 µM), without a hit: at the highest dose activity change, negative = growth inhibition, actives largely listed as inhibitors; 420,000 tested, 12% active; AID 686979, 2013; also: nearly all actives have a fitted effect of over 55% in size
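Chicken DT40 Tdp1-/- cells stably complemented with human TDP1 were seeded at 400 cells/well in medium containing 20 nM camptothecin, exposed to pin-transferred compounds, and grown at 37 °C for at least 48 hr. Viability was read as ATP luminescence.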
N370S GC mod – qHTS Assay for Inhibitors and Activators of N370S glucocerebrosidase as a Potential Chaperone Treatment of Gaucher Disease; N370S GC spleen homogenate, 4MU-glucoside fluorescence; AID 2101, 2009; Lysosomal acid glucosylceramidase (Homo sapiens), P04062; 330,000 tested, 0.092% active; Potency, µM (series often up to 59.4 µM), inactives show at the highest dose activity change, negative = inhibition, hits mostly inhibitors;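 also: 0% = full enzyme activity and -100% = no enzyme basal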
FEN1 inh – qHTS Assay for the Inhibitors of Human Flap endonuclease 1 (FEN1); P39748; Recombinant FEN1 flap cleavage, fluorescence, 15 min; Potency, µM (highest dose often 114 µM), without a hit: at the top dose activity change, negative = inhibition, actives largely listed as inhibitors; 390,000 tested, 0.35% active; also: nearly all actives have a fitted effect of over 65% in size
Target sequence (P39748 whole entry, looked up): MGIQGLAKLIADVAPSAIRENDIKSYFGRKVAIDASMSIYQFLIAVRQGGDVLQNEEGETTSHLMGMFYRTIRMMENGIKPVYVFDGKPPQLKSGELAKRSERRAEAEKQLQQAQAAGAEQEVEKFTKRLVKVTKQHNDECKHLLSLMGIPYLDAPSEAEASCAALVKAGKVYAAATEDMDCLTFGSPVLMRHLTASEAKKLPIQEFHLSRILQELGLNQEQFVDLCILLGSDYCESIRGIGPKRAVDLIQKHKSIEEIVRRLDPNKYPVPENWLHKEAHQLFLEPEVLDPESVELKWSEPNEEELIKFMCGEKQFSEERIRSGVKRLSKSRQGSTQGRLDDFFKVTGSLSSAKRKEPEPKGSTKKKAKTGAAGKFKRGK
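Steps: FEN1 (10 nM) dispensed; compound added by pin tool; 15 min at room temperature; substrate added to 50 nM final; reads at 0 min and 15 min; data normalized and fitted (four-parameter Hill).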
Numbers without * were called inactive; u = inconclusive; x = no result given; & = joins results of further samples. Calls follow the shape of the dose curve; as a rule, active = well fitted curve in the direction sought with a large enough effect; inconclusive = small, poorly fitted or top-dose-only effect, or another doubt; inactive = no such curve, though single readings can be large; an effect the other way counts as inactive or inconclusive. Unless noted, % is scaled to controls: 0 for no effect and ±100 for the full control effect; potency is read from the fitted curve at half-maximal effect. Not all compounds are listed; count on the stated rates, not on these rows.

SMILES	TDP1 cell CPT	N370S GC mod	FEN1 inh
O=c1c(Oc2ccccc2)coc2cc(O)cc(O)c12	-4%	x	0%
CC(=O)N1CCSc2ccc(S(=O)(=O)Nc3cccc(C)c3)cc21	18µM*	-2%	-6%
Cc1nc(CSc2nnc(Nc3cccc(C)c3C)s2)cs1	0%	-3%	-5%
COc1cccc(/C=C/C(=C2/C(=O)N(c3ccccc3)N=C2C)c2ccc(C)cc2)c1OC	-23%	2%	-8%
Cc1ccccc1C(=O)Oc1ccc(Br)cc1C(=S)N1CCCC1	u	7%	-8%
CCOc1ccc(NC(=O)C/C(C)=N/NC(=O)c2cnccn2)cc1	2%	-17%	-16%
COc1cc(C(=O)NC(C)c2ccc3ccccc3c2)cc(Cl)c1O (configuration not stated)	10%	-3%	0%
Cc1c(Cl)cnc(NC(=O)CSc2n[nH]c(N)n2)c1Cl	2%	x	12%
O=C(NC1CCCCCC1)c1ccc(N2CCCC2=O)cc1	-25%	8%	-2%
COc1ccc(OCc2nc(C#N)c(NCc3ccccc3Cl)o2)cc1	u	x	4%
CC(C)CC(=O)Nc1ccc(C(=O)NNC(=O)C(c2ccccc2)c2ccccc2)cc1	-27%	4%	3%
CCCc1ccc(OCc2nc(-c3ccc(NC(=O)c4cccs4)cc3)no2)cc1	-27%	6%	-4%
Cc1c(NS(=O)(=O)c2ccc3nc(COc4ccccc4Cl)[nH]c3c2)c(=O)n(-c2ccccc2)n1C	u	-2%	18%
COc1ccc(NC(=O)c2oc3ccc(S(=O)(=O)N4CCOCC4)cc3c2C)cc1	12µM*	2%	-15%&-3%
COc1ccc(Cl)cc1NC(=O)c1cnccn1	11%	7%	15%
Cc1ccc(NC(=O)c2ccccc2)cc1C	0%	-6%	-1%
COc1ccc(/C=C/C(=O)OC(C)CN2CCCCC2)cc1 (configuration not stated)	-23%	-7%	2%
COc1cc([N+](=O)[O-])cc(/C=N/NC(=O)c2cc(C)nc3ccccc23)c1O	u	-8%	4%
Nc1nnc(SCC(=O)OCC(=O)Nc2ccc(Br)cc2)s1	0%	-3%	0%
CC(Oc1ccccc1F)C(=O)NNC(=O)CCNC(=O)c1ccccc1Cl (configuration not stated)	-28%	-2%	-1%
Cc1ccc(CNCc2cccn2-c2nnc(N3CCCC3)s2)cc1	u	x	-4%
O=C(CSc1nnc(-c2ccccc2O)o1)N1CCCCC1	1%	-4%	13%
CC(=O)NCCNc1ncnc2ccc(-c3c(C)noc3C)cc12	u	-13%	x
CCOC(=O)CSc1nc(-c2ccc(OC)cc2)cc(C(F)(F)F)c1C#N	-1%	x	5%
COCCNC(=O)C(=O)NNC(=O)COc1ccc(OC)cc1	0%	2%	7%
The listing continues.
SMILES	TDP1 cell CPT	N370S GC mod	FEN1 inh
CC(C)c1ccc(NS(=O)(=O)c2ccc3[nH]c(=O)ccc3c2)cc1	u	x	1%
CSc1ccccc1OCc1cc(C(=O)N2CCCC(C)C2)no1 (configuration not stated)	-7%	1%	-15%
COc1cc(CC(=O)OCC(=O)N2C(C)CCCC2C)cc(OC)c1OC (configuration not stated)	u	-11%	-1%
CC(C)(Oc1ccc(Cl)cc1)C(=O)Nc1cccc(S(=O)(=O)NC2=NCCC2)c1	-26%	x	11%
Cc1cccn2c(=O)c(/C=C(\C#N)C(N)=O)c(N3CCN(Cc4ccc5c(c4)OCO5)CC3)nc12	u	-5%	0%
CCn1cc(C(=O)NCCN(C)C)c(=O)c2cc(F)c(N3CCN(C)CC3)cc21	6%	-16%	-4%
O=C1CCCN1CC(CN1CCOCC1)Sc1nnnn1-c1ccccc1 (configuration not stated)	11%&1%	-20%	1%&7%
COc1ccc(NC(=O)CN(C)C(=O)c2ccc(N3CCCCCC3)c([N+](=O)[O-])c2)cc1	u	-13%	-5%
CC(NC(=O)/C(C#N)=C/c1ccco1)c1ccccc1 (configuration not stated)	5%	-10%	11%
CCN1CCCC1CNCc1cccc(OC)c1OCc1ccc(F)cc1 (configuration not stated)	-6%	-6%	6%
O=C(Nc1cccnc1)c1cc(-c2cccnc2)nc2ccc(Br)cc12	u	-2%	5%
Cc1c(NC(=O)CSCc2c(F)cccc2Cl)c(=O)n(-c2ccccc2)n1C	10%	-2%	15%
O=C(Cn1cc(S(=O)(=O)Cc2ccccc2)c2ccccc21)Nc1ccccc1	-19%	-5%	3%
Cc1ccc(C)c(S(=O)(=O)Nc2ccc(S(=O)(=O)Nc3onc(C)c3C)cc2)c1	-13%	-1%	-3%
CC(=O)NC(CCC(=O)O)C(=O)O (configuration not stated)	0%&-6%	25%	15%
Cc1nn(-c2ccccc2)c2c1C(c1ccc(F)cc1)C(C#N)=C(N)O2 (configuration not stated)	-22%	22%	-3%
Cc1ccccc1OCCn1ccnc1	-16%	0%	21%
O=S(=O)(c1ccccc1)N1CCN=C1SCc1ccccc1Cl	u	12%	-8%
Cc1ccc(CN2CCN(/N=C\C=C\c3ccccc3)CC2)cc1	14%	3%	-9%
CCSc1cnn(-c2ccccc2)c(=O)c1Cl	6%	x	-3%
COc1ccc(NC(=O)N2CCc3c(sc4c3CCCC4)C2c2ccccc2OC)cc1 (configuration not stated)	16µM*	x	-6%
CN(Cc1ccno1)Cc1cn(Cc2ccccc2)nc1-c1ccc2c(c1)OCO2	u	20%	-10%
CCCC(=O)c1ccc(OC(=O)c2c(-c3ccccc3Cl)noc2C)cc1	u	x	-2%
CCS(=O)(=O)c1ccc(O)c(NC(=O)COc2ccc(Br)cc2)c1	-22%	-6%	-5%
CC(=O)c1ccc(NC(=O)C(C)OC(=O)CCCN=C2NS(=O)(=O)c3ccccc32)cc1 (configuration not stated)	-1%	-6%	2%
Other structures.
SMILES	TDP1 cell CPT	N370S GC mod	FEN1 inh
O=C(CN1C(=O)NC(Cc2c[nH]c3ccccc23)C1=O)NCCc1ccccc1 (configuration not stated)	-4%	-10%	2%
CCOC(=O)C1CCN(C(=O)Nc2cccc(OC)c2)CC1	3%	2%	1%
Cc1ccc(S(=O)(=O)Nc2ccc(-n3cnnn3)cc2)cc1	-13%	-19%	16%
COC(C[C@@H]1O[C@H]1C(=O)[C@@H](C)OCc1ccccc1)OC	18µM*	x	1%
O=C(Nc1cccc(-c2nc3ccccc3[nH]2)c1)c1ccccc1F	u	x	-6%
O=C(c1ccc(COCC(F)(F)F)o1)N1CCCC1	2%	4%	4%
CNC(=O)c1oc(-c2ccccc2)nc1C	3%	9%	-11%
Cc1cc(C)n(Cc2cccc(C(=O)N/N=C/c3cccnc3)c2)n1	3%	-5%	0%
Brc1cccc(OCCn2ccnc2)c1	-17%	3%	20%
CCCC(c1nnnn1C1CCCCC1)N1CCN(C2CCCC2)CC1 (configuration not stated)	-13%	-20%	-3%
O=C(N/N=C/c1cc(Cl)cc([N+](=O)[O-])c1O)c1cc(-c2ccccn2)nc2ccccc12	6.5µM*	12%	10%
COC(=O)C1CCN(S(=O)(=O)c2cc3c4c(c2)CCN4C(=O)CC3)CC1	-8%	-5%	22%
NC(=O)c1cc(Cl)cn(-c2ccccc2)c1=O	-14%	1%	15%
CCc1sc(C(=O)NCc2ccccc2)cc1C	21µM*	15%	10%
O=C(COC(=O)c1cccnc1Cl)NCc1cccs1	1%	24%	13%
CCc1ccc2c(c1)c(=O)c(S(=O)(=O)c1ccc(Cl)cc1)cn2CC	u	x	-19%
COc1ccccc1N1CCN(c2ncnc3nc[nH]c23)CC1	u	1%	3%
NC(=O)C1(N2CCCCC2)CCN(CC(=O)Nc2cc(Cl)ccc2Cl)CC1	-21%	-21%	-17%
Cc1cc(C)c2c(=O)cc(C(=O)Nc3sc4c(c3C(=O)NCc3ccco3)CCCC4)oc2c1	-14%	x	19%
CC(Nc1oc(-c2ccco2)nc1C#N)c1ccccc1 (configuration not stated)	-23%	-8%	-5%
CCOC(=O)c1c(NC(=O)Cn2nc(C(=O)O)c3ccccc3c2=O)sc(CC)c1C	-12%	-29%	-15%
Cc1ccc(N2C(=O)c3ccc(N)cc3C2=O)cc1	-12%	3%	-12%
CC(=O)Nc1ccc(C2(O)COc3ccccc3O2)cc1 (configuration not stated)	-13%	-10%	-15%
COc1cc(-c2nc(C(=O)NC3CCN(Cc4ccccc4)CC3)cc3c2[nH]c2ccccc23)cc(OC)c1OC	12µM*	-10%	-22%
COc1ccc(C(=O)COC(=O)CCNS(=O)(=O)c2ccccc2)c(OC)c1	13%	0%	-11%

Next part, overlapping the part above by 7 compounds.
SMILES	TDP1 cell CPT	N370S GC mod	FEN1 inh
Cc1cc(C)c2c(=O)cc(C(=O)Nc3sc4c(c3C(=O)NCc3ccco3)CCCC4)oc2c1	-14%	x	19%
CC(Nc1oc(-c2ccco2)nc1C#N)c1ccccc1 (configuration not stated)	-23%	-8%	-5%
CCOC(=O)c1c(NC(=O)Cn2nc(C(=O)O)c3ccccc3c2=O)sc(CC)c1C	-12%	-29%	-15%
Cc1ccc(N2C(=O)c3ccc(N)cc3C2=O)cc1	-12%	3%	-12%
CC(=O)Nc1ccc(C2(O)COc3ccccc3O2)cc1 (configuration not stated)	-13%	-10%	-15%
COc1cc(-c2nc(C(=O)NC3CCN(Cc4ccccc4)CC3)cc3c2[nH]c2ccccc23)cc(OC)c1OC	12µM*	-10%	-22%
COc1ccc(C(=O)COC(=O)CCNS(=O)(=O)c2ccccc2)c(OC)c1	13%	0%	-11%
CNc1nnc(-c2ccc(OC)cc2)s1	-6%	-8%	-8%
CCCOc1ccc(N2C(=O)CC(SCCc3nc4ccccc4[nH]3)C2=O)cc1 (configuration not stated)	u	-8%	-5%
O=C(Nc1cccnc1)c1cn(-c2ccccc2)nc1-c1cccs1	-11%	-6%	5%
Cc1ccc(-n2nc3ccc(N)cc3n2)c(C)c1	-11%	u	1%
CCOc1cccc(C(=O)Nc2ccc(N3CCCC3)cc2)c1	-19%	0%	-21%
COc1cc(OC)c(/C=C/c2cc(/C=C/c3c(OC)cc(OC)cc3OC)[n+](C)c3ccccc23)c(OC)c1	1.6µM*	x	14µM*
O=C(c1cc(Cl)ccc1Cl)N1CCN(c2ccccn2)CC1	-15%	-1%	-5%
O=C(NCc1cccnc1)Nc1ccc(Br)cc1	10%	-26%	-14%
Cc1cc(C)n(CC(O)COc2cccc(OCC(O)Cn3nc(C)cc3C)c2)n1 (configuration not stated)	u	-1%	0%
CCOC(=O)c1c(O)c(Cl)c(C)[nH]c1=O	u	6%	2%
COc1cccc(C2CC(C(F)(F)F)n3ncc(C(=O)O)c3N2)c1 (configuration not stated)	-22%	1%	-1%
CCOCCCNC(=O)c1cc2c(=O)[nH]c3ccccc3c2s1	-15%	-2%	14%
CC(=O)N(C)Cc1ccc(C(=O)CSc2nnc(C3CC3)n2C2CC2)cc1	0%	x	-2%
C=CCn1c(-c2ccc(C)cc2)nc2ccccc21	15µM*	3%	-7%
COc1ccccc1CCNC(=O)c1ccc(NC(=O)CC2SC(N3CCCC3)=NC2=O)cc1 (configuration not stated)	-17%	-2%	1%
C/C(=N/NC(=O)c1ccoc1C)c1ccc(N2CCOCC2)cc1	-3%	-3%	1%
CN(C)C(=O)c1ccc(Nc2nnc(-c3ccc(O)cc3)c3ccccc23)cc1	u	-12%	-1%
O=C(NC(Cc1ccccc1)C(=O)O)c1ccc(S(=O)(=O)N2CCCC2)cc1 (configuration not stated)	-23%	5%	3%
O=C(CN1C2=NCCN2c2ccccc21)C12CC3CC(CC(C3)C1)C2	21µM*	3%	1%
COc1ccc(NC(=O)CSc2nnc(-c3ccccn3)n2Cc2ccco2)cc1OC	-1%	5%	-12%
COc1ccc(/C=C/C(=O)NCc2ccccn2)cc1	-12%	-1%	2%
O=C1/C(=C/c2cccnc2)Oc2cc(OS(=O)(=O)c3ccc(F)cc3)ccc21	10µM*	2%	-22%
COc1ccccc1N1CCN(C(=O)CSc2nc(-c3ccccc3)cc(=O)[nH]2)CC1	-4%	-3%	-4%
CC(=O)Nc1ccc2nc3c(=O)n(C)c(=O)n(C)c3nc2c1C	3%	x	-10%
Cn1c(SCC(=O)c2ccccc2)nnc1C1CC1	u	-13%	-1%

Some of the entries so far, with values under each structure:
Second line of a record – TDP1 cell CPT, N370S GC mod, FEN1 inh
COc1ccc(/C=C/C(=O)NCc2ccccn2)cc1
  -12%, -1%, 2%
O=C1/C(=C/c2cccnc2)Oc2cc(OS(=O)(=O)c3ccc(F)cc3)ccc21
  10µM*, 2%, -22%
COc1ccccc1N1CCN(C(=O)CSc2nc(-c3ccccc3)cc(=O)[nH]2)CC1
  -4%, -3%, -4%

Continuation:
SMILES	TDP1 cell CPT	N370S GC mod	FEN1 inh
CCOC(=O)C1CCN(C(=O)Cn2nc(CC)n3cccc3c2=O)CC1	u	-23%	0%
CCn1c(C)c(C)c2cc(C(=O)N3CCc4ccccc4C3)ccc21	u	-4%	-25%
O=c1c2c3c(sc2nc2n1CCCCC2)CCC3	5%	-8%	-10%
Cn1nc(Oc2ncc(C(F)(F)F)cc2Cl)cc1C(F)(F)F	u	3%	2%
COCCCNS(=O)(=O)c1ccc2c(c1)OCCO2	6%	8%	-1%
COc1ccc(-c2cc(C(=O)Nc3c(C)n(C)n(-c4ccccc4)c3=O)c3ccccc3n2)cc1OC	u	-5%	0%
